SRC3 TRFRET art: TR-FRET artefact, counter-screen to PPARgamma/SRC-3 agonist assay. PPARgamma/SRC-3 format; hits give high values. TR-FRET ratio at 8 µM. hit rate 0.39% among 99,000; in the data active means TR-FRET ratio above about 2000; further: inactives centre near 1600; reference of the scale not given here
SRC1 TRFRET art: flags TR-FRET format artefacts in PPARgamma SRC-1 recruitment agonist screen; TR-FRET detection artefact counter-screen, emission ratio; hits give high values; TR-FRET ratio at 8 µM; hit rate 0.34% among 99,000; AID 1051; in the data active means TR-FRET ratio above about 2300; further: inactives centre near 1800; reference of the scale not given here
* = called active by the depositor. An excerpt; the hit share may differ from the screen's.

SMILES	SRC3 TRFRET art	SRC1 TRFRET art
Cc1ccc(NC(=O)CSc2nnc(C)c(=O)[nH]2)cc1C	1633	1859
CCN1CCN(c2cc(C)c3cc(NC(=S)NCc4cccs4)ccc3n2)CC1	1610	1604
O=[N+]([O-])c1ccc(O)c(Nc2ncnc3ccccc23)c1	1386	1768
COC(=O)C1=C(C)NC(=O)CC1c1cccc(OC)c1OC (centres undefined)	1542	1516
CC(C)C(=O)NNc1ccccc1	1584	1820
CN(C)CC(C)(C)CNS(=O)(=O)c1ccc(Cl)s1	1558	1813
O=C(CN1CCN(c2ncccn2)CC1)N1CCCC1	1628	1574
O=C1c2ccccc2C(=O)N1CN(C(=O)COc1ccc(Cl)cc1Cl)c1cccc(F)c1	1557	1485
COc1ccc2nc(NC(=O)c3cccnc3SC)sc2c1	1421	1811
COc1ccc(/C=N/NC(=O)CCc2nc3ccccc3[nH]2)cc1	1688	1798

Among those listed so far, 3 have an aryl methoxy group.
SMILES	SRC3 TRFRET art	SRC1 TRFRET art
COC(=O)C1=C(C)NC(=O)CC1c1cccc(OC)c1OC (centres undefined)	1542	1516
COc1ccc2nc(NC(=O)c3cccnc3SC)sc2c1	1421	1811
COc1ccc(/C=N/NC(=O)CCc2nc3ccccc3[nH]2)cc1	1688	1798

(further entries)
SMILES	SRC3 TRFRET art	SRC1 TRFRET art
COc1ccc(C(=O)NCC(=O)NCCc2c[nH]c3ccccc23)cc1OC	1700	1956
CCCCC1CCC(c2nc(-c3cccnc3)no2)CC1 (centres undefined)	1723	1713
CC(C)(C)C(=O)Nc1cccc2[nH]ncc12	1480	1888
O=C(NN1C(=O)C2C3C=CC(C3)C2C1=O)C(O)c1ccccc1 (centres undefined)	1470	1559
O=c1cnnc(Nc2cccc(C(F)(F)F)c2)[nH]1	1504	1612
O=C(CSc1nncn1-c1ccccc1)NC1CCCCC1	1751	1812
O=C(NCc1ccccc1)C(=O)NCC1OCCN1S(=O)(=O)c1ccc2c(c1)OCCO2 (centres undefined)	1678	1697
CCOc1ccc(S(=O)(=O)N2CCOCC2)cc1[N+](=O)[O-]	1652	1955
CC(O)CNc1nc2ccccc2n1CC(=O)NC12CC3CC(CC(C3)C1)C2 (centres undefined)	1530	1908
CC(=O)c1ccc(NC(=O)CCNS(=O)(=O)c2cccc3nonc23)cc1	1565	1952
O=C(N/N=C\c1ccc(Cl)s1)c1ccc(Cn2cccn2)o1	1734	1826
CCN(CC)CCCNC(=O)CCC(=O)NNc1nc2ccccc2c2nc(C)nn12	1445	1870
C=CCNC(=S)Nc1ccc(Cl)cc1F	1702	1942
COc1ccc(/C=C2\Sc3ccc(C(=O)NCc4cccnc4)cc3N(C)C2=O)cc1OC	1706	2093
COCCNC(=S)N(CCc1c(C)[nH]c2ccc(C)cc12)Cc1ccco1	1339	1655
O=C1CC(C(=O)Nc2ccccc2)S/C(=N\N=C\c2ccco2)N1 (centres undefined)	1650	2210
CCOC(=O)C1(Cc2ccc(OC)cc2)CCN(C(=O)C2=CCCC2)CC1	1724	1906
O=C(Nc1ccc(F)c(F)c1)c1oc2ccccc2c1NC(=O)C1CCCO1 (centres undefined)	1577	1564
O=C(CSc1nc(-c2ccc(F)cc2)nc2c1Cc1ccccc1O2)Nc1ccc(C(=O)O)cc1	1557	1692
CCn1cc(C2=NC(c3ccccc3)CO2)c2ccccc21 (centres undefined)	1834	1965
Cc1ccc(CSCCNC(=O)CSc2ccccc2)cc1	1495	1731
Cc1nn(CC(=O)Nc2c(C)n(C)n(-c3ccccc3)c2=O)c(C)c1[N+](=O)[O-]	1441	1563
Cc1ccc(-c2nn3cnnc3c3ccccc23)cc1	1745	1569
CCCCNC(=O)C1CCN(S(=O)(=O)N2CCOCC2)CC1	1590	1968
Cc1cc(Nc2cccc(C)c2C)n2ncnc2n1	1408	1836
Cc1cccc(NS(=O)(=O)c2ccc3[nH]c(=O)cc(C(=O)OC(C)C(=O)Nc4ccc([N+](=O)[O-])cc4)c3c2)c1 (centres undefined)	1339	1620
COc1ccc(/C=C/C(=O)Nc2cc(C)nn2-c2nc3ccccc3n2Cc2cccc([N+](=O)[O-])c2)cc1	1552	1766
COC1CCN(C(=O)CC2C(=O)NCCN2CC(C)(C)C)CC1 (centres undefined)	1511	1915
Cc1cc(C)cc(-c2nnc(SCc3ccc(C(=O)O)cc3)o2)c1	1452	1682
Cc1ccccc1Oc1ccccc1N	1610	1953
Clc1ccc(OC2CCN(Cc3nc(CC4CC4)no3)CC2)cc1	1605	1558
CCOC(=O)C1(CCCc2ccccc2)CCN(C(=O)C2CCCN(C(N)=O)C2)CC1 (centres undefined)	1517	1621
Cc1ccc(OCC(=O)Nc2ccccc2[N+](=O)[O-])c(Br)c1	1597	1703
CCN(Cc1ccccc1)C(=O)Cn1c(C(C)O)nc2ccccc21 (centres undefined)	1415	1753
CCC(C)NC(=O)/C=C/c1ccc(S(=O)(=O)NCc2ccco2)cc1 (centres undefined)	1676	1908
O=C(COC(=O)c1ccccc1O)NCCC1=CCCCC1	1418	1590
Cc1nn(CCc2nn[nH]n2)c2nc(-c3ccccc3)cc(C(F)(F)F)c12	1611	1852
O=C(Nc1ccc(C(=O)N2CCOCC2)cc1)Nc1cccc2ccccc12	1500	1856
CN(/N=C/c1ccc(Br)o1)C1=NS(=O)(=O)c2ccccc21	1441	1552
CC1(C)CC(NC(=S)Nc2ccc([N+](=O)[O-])cc2)CC(C)(C)N1	1433	1665
COc1ccc(S(=O)(=O)N2CCCCC2)cc1-n1cnnn1	1523	1557
CN(C)CCCN(C(=O)COc1ccc(Cl)cc1)c1nc2c(F)cccc2s1	1759	2079
COc1ccc(NC(=O)COc2ccc(N(C)S(=O)(=O)c3ccc(C)cc3)cc2)cc1	1446	1576
COc1ccc(C(CC(=O)NCC(OC)OC)NS(=O)(=O)c2ccc(Cl)cc2)cc1 (centres undefined)	1604	1681
COc1ccccc1NC(=O)COC(=O)C1CC2C=CC1C2 (centres undefined)	1447	1624
COc1ccc2c(c1)C(=NNC(=O)c1ccccn1)c1cc(OC)ccc1-2	1482	2054
COc1cccc(-c2nc3ccccc3c(=O)n2NC(=O)c2cccnc2Cl)c1	1626	1784
CCOc1ccc(NC(=NCc2ccc3c(c2)OCO3)SC2CC(=O)N(c3ccc(C(=O)O)cc3)C2=O)cc1 (centres undefined)	1440	1718
O=C(CCc1c[nH]c2ccccc12)N1CCN(c2ccc(F)cc2)CC1	1308	1538
Cc1ccc(Nc2nnc(SCC(=O)NCCN3C(=O)CSC3=O)s2)cc1C	1651	2012

Later entries:
SMILES	SRC3 TRFRET art	SRC1 TRFRET art
COc1cc(CNc2ccc(N3CCOCC3)cc2)cc(Br)c1OC	1771	1885
COc1ccc(C)cc1NC(=O)c1ccc(-c2ccc(C(C)=O)cc2)o1	1628	1731
CCCNC(=O)COc1cccc(C(=O)NCc2ccccc2)c1	1510	1886
CC(C)C(=O)N(Cc1cc(=O)[nH]c2ccccc12)c1ccccc1	1664	1427
C=CCn1c(SCC(=O)c2ccc(F)cc2)nnc1-c1ccc2c(c1)OCO2	1513	1632
CCc1nnc(N/N=C/c2ccc(N3CCC(C)CC3)c([N+](=O)[O-])c2)n1N	1630	1582
Cc1cc(C(=O)CN2C(=O)NC3(CCCCC3C)C2=O)c(C)n1Cc1cccs1 (centres undefined)	1795	1981
O=C(Nc1ccc([N+](=O)[O-])cc1)c1ccccc1F	1867	2080
CCOc1ccc(S(=O)(=O)N/N=C2/CCCC(=O)C2)cc1	1662	1726
COc1ccc(C2CC2/C(C)=N/OC(=O)C2CC2)cc1 (centres undefined)	1468	1551
CC(C)CN1C(=O)c2ccc(C(=O)Nc3ccncc3)cc2C1=O	1592	1697
COc1ccc(CCNC(=O)C(=O)N/N=C/c2cccs2)cc1OC	1530	1836
CCNC(=S)Nc1ccc(Cl)c([N+](=O)[O-])c1	1678	1679
Cn1cccc1C(C#N)(CC#N)c1cccc(F)c1C#N (centres undefined)	1478	1661
Cc1ccc(OC(=O)c2sc(Cl)nc2C)cc1C	1521	1949
O=C(Cc1ccccc1)N1CCN(S(=O)(=O)c2ccc([N+](=O)[O-])cc2)CC1	1487	1996
COc1ccc(CC2(CO)CCN(Cc3cnn(-c4ccccc4OC)c3)CC2)cc1	1382	1868
CCOc1ncccc1C(=O)Nc1ccc(F)cc1	1674	1616
Cc1ccccc1-n1c(C)nnc1SCC(=O)NNC(=O)c1ccccc1	1700	1651
CCN(CC)S(=O)(=O)c1ccc(O)c(C(=O)OCC(=O)Nc2ccc(OC(F)(F)F)cc2)c1	1595	1919
COc1ccc(N2C(=O)CC(N(CCc3ccccc3)C(=O)/C=C/C(=O)O)C2=O)cc1 (centres undefined)	1634	1885
Cc1ccc2[nH]c(C(=O)NN=C3CCCCC3)c(-c3ccccc3)c2c1	1641	1610
O=C(c1ccccc1Sc1c(Cl)cccc1[N+](=O)[O-])N1CCOCC1	1626	1853
OC(CNCC1(N2CCCCC2)CCCCC1)COc1ccc(Cl)cc1Cl (centres undefined)	1435	1656
COc1cc(/C=C2/NC(=O)N(Cc3ccccc3F)C2=O)ccc1O	1619	1835
COc1ccccc1-c1nnc2sc(COc3ccccc3)nn12	1565	1837
CN(C(=S)SCc1ccccc1)C1CCS(=O)(=O)C1 (centres undefined)	1624	1776
CCOc1ncccc1C(=O)Nc1ccc2c(c1)OCO2	1704	1808
Cc1c2c(nc3ccccc13)CCC(C)C2 (centres undefined)	1393	1492
CC(C)Cc1cc(C(=O)Nc2cc(Br)ccc2O)no1	1557	1617
COC1=CCC2([N+](=O)[O-])CN(CC(=O)O)CC1([N+](=O)[O-])C2 (centres undefined)	1497	1820
CCC1CCCCN1C(=S)NC(=O)c1cccs1 (centres undefined)	1601	1821
COc1ccc(N/C=C/C(=O)c2ccc3c(c2)OCO3)cc1OC	1534	1847
CCOc1ccccc1NC(=O)NCc1cccnc1	1271	1590
CCc1ccc(-n2c(SCC(=O)N3CCC(C(=O)O)CC3)nnc2-c2ccncc2)cc1	1509	1850
O=c1c2ccccc2sc2ccc(Cl)cc12	1708	1828
CCn1c(CN2CCN(CCO)CC2)nc2ccccc21	1354	1594
FC(F)Oc1ccc(NC(=S)Nn2cnnc2)cc1	1508	1729
Cc1nonc1CC(=O)N1CCCC(C(=O)c2ccc(Cl)cc2)C1 (centres undefined)	1516	1731
O=C(CN(Cc1cccs1)S(=O)(=O)c1ccc(S(=O)(=O)NC2CCCCC2)cc1)Nc1ccccc1	1594	1672
CCn1c(Oc2ccc(F)cc2)nc2c1c(=O)n(C)c(=O)n2C	1623	1786
O=C(Nc1ccccc1F)c1coc(=O)c(Br)c1	1687	1890
CN1CCN(c2nc3c(c(=O)n(C)c(=O)n3C)n2CCSc2nc3ccccc3s2)CC1	1275	1689
COc1cc(-c2nnc3sc(-c4cccs4)nn23)cc(OC)c1OC	1641	1810
Cc1nc2c(cc1C#N)C(=O)c1ccccc1-2	1703	1840
COc1cc(/C=N/NC(=O)C(=O)Nc2ccccn2)ccc1O	1693	1738
COc1cc(/C=N/NC(=O)C(=O)NCC2CCCO2)ccc1OCC(=O)N1CCOCC1 (centres undefined)	1433	1761
CCN(CC)S(=O)(=O)c1ccc2c(c1)c(=O)c(C(=O)N1CCc3ccccc3C1)cn2C	1324	1662
COc1cc(/C=N/NS(=O)(=O)c2ccccc2)ccc1OS(=O)(=O)c1ccc(C)cc1	1672	1790
CCCC(=O)Nc1ccc(C(=O)Nc2ccc([N+](=O)[O-])cc2OC)cc1	1624	1976

A different layout for 2 compounds above:
Every second line gives: SRC3 TRFRET art	SRC1 TRFRET art
- CCOc1ccc(S(=O)(=O)N2CCOCC2)cc1[N+](=O)[O-]
    1652	1955
- CCC1CCCCN1C(=S)NC(=O)c1cccs1 (centres undefined)
    1601	1821

Further compounds follow:
SMILES	SRC3 TRFRET art	SRC1 TRFRET art
Cc1[nH]c2ccccc2c1SCCNC(=O)c1ccc(S(=O)(=O)N2CCCC2)cc1	1617	1629
NS(=O)(=O)c1ccc(N=NN2CCCCC2)cc1	1360	1582
Cc1ccc(C(=O)NCCN2C3=NC[C@H](C(C)C)N3C[C@H]2Cc2ccc(O)cc2)cc1Br	1474	1843
COc1ccc(C(=O)N/N=C/c2ccc(OC)c(CSc3ccccn3)c2)cc1	1538	1739
Cc1cc(C2=NNC(=NC3CC3)SC2)c(C)n1-c1ccccc1	1631	1762
O=C(O)Cc1sc(Nc2ccc(Cl)cc2)nc1-c1cccs1	1609	1834
N=c1n(CC(=O)c2ccc([N+](=O)[O-])cc2)c2ccccc2n1Cc1ccc(Cl)cc1	1501	1683
N#C/C(=C\c1ccccc1)C(=O)OCC(=O)N1CCCC1	1449	1742
COc1ccccc1CNC(=O)COC(=O)Cc1ccsc1	1417	1798
O=C1OC(c2ccccc2)=N/C1=C\C=C\c1ccccc1[N+](=O)[O-]	1669	1753
Cc1ccc(C)c(N2CCN(C(=O)Nc3ccc4c(c3)N(C)C(=O)CS4)CC2)c1	1512	1819
COc1ccc(NC(=O)CNC(=O)Cn2c(C)cc3ccccc3c2=O)c(OC)c1	1384	1743

Entries of single compounds, looked up by structure:
Shown for NS(=O)(=O)c1ccc(N=NN2CCCCC2)cc1 → SRC3 TRFRET art = 1360; SRC1 TRFRET art = 1582
Shown for O=C(O)Cc1sc(Nc2ccc(Cl)cc2)nc1-c1cccs1 → SRC3 TRFRET art = 1609; SRC1 TRFRET art = 1834
Shown for COc1ccccc1CNC(=O)COC(=O)Cc1ccsc1 → SRC3 TRFRET art = 1417; SRC1 TRFRET art = 1798

From PubChem
